AHR act: activators of human aryl hydrocarbon receptor. P35869. AHR-responsive luciferase reporter cells, luminescence. activation, % at 5 µM. hit rate 2.5% among 320,000. AID 2796; in the data active = activation above about 47%;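 also: 0% = vehicle wells and 100% = reference agonist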
Target sequence (P35869 whole entry, looked up): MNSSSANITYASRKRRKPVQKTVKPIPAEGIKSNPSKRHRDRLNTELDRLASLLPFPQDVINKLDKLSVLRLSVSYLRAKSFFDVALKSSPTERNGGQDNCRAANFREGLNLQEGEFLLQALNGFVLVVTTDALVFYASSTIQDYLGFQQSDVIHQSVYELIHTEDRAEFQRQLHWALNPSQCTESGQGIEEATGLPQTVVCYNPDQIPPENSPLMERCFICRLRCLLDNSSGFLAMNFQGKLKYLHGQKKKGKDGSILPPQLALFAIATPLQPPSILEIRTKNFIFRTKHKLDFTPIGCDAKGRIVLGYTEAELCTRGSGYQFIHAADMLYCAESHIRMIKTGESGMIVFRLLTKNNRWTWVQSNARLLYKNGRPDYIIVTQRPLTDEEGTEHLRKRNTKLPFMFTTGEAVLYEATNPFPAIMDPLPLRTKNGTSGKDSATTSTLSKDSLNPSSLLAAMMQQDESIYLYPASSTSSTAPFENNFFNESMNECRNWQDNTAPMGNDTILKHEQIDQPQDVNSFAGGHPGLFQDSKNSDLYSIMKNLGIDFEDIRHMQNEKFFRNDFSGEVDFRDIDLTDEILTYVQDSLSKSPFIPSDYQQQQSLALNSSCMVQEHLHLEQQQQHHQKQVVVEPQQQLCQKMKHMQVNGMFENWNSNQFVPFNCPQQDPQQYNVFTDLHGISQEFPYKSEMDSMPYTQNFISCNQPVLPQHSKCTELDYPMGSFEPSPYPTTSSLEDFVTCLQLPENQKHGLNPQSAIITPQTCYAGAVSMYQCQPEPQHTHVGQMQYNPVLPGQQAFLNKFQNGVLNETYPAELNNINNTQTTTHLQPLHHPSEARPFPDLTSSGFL
proCasp7 act: counter-screen for procaspase-3 activators: activators of human procaspase-7; P55210; recombinant procaspase-7, Ac-DEVD-pNA absorbance 405 nm; D23A/D198A/D206A triple mutant, cannot self-cleave; scale: DMSO 0, 5 µM enzyme 100; activation, % at 8.5 µM; hit rate 0.093% among 330,000;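 active = percent activation above the screen-wide mean plus 3 SD, cut at about 25% in these data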
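Assay system – Uncleavable procaspase-7 mutant enzyme · Quantity – 2 µM procaspase-7 mutant as dispensed · Times – 1 h preincubation, 2 h reaction · Dosing – single nominal 8.5 µM compound dose, 0.8% DMSO final · Buffer or medium – Zinc-free 50 mM HEPES buffer, pH 7.4, with NaCl and Triton X-100 · Detection – Epi-absorbance of released pNA at 405 nm, two timepoints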
EBNA-1 inhibitor: blocks EBNA-1 binding to DNA; hit rate 0.34% among 300,000; EBNA-1 DNA binding, fluorescence polarization; inhibition, % at 14.8 µM; AID 1950; in the data active = inhibition above about 28%
procasp3 activ: procaspase-3 (human) activation; recombinant procaspase-3 D3A, Ac-DEVD-pNA absorbance 405 nm; activation, % at 8.5 µM; hit rate 0.11% among 330,000;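 active = activation above the mean of all tested compounds plus 3 SD, cut at about 21% in these data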;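 also: 0% = DMSO alone and 100% = DMSO wells spiked with extra 5 µM PC-3 D3A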
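Assay system: Autoprocessing-dead procaspase-3 D3A mutant enzyme; also added: Ac-DEVD-pNA; doses: one concentration, 8.5 µM nominal, 0.8% DMSO; times: 1 h compound preincubation, 2 h substrate hydrolysis at 25 °C; technique: 405 nm absorbance of p-nitroaniline, reads at 0 and 120 min; measure: % activation between DMSO and enzyme-spiked controls; repeats: single replicate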
LAP4 TOR yeast: modulators of TOR pathway LAP4-GFP in S. cerevisiae; hit rate 0.34% among 320,000; GFP response vs DMSO, % at 10 µM; S. cerevisiae LAP4-GFP multiplex, flow cytometry GFP, 3 h; median GFP as percent of DMSO wells;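 active = GFP response vs DMSO above a set limit, about the screen mean plus 3 SD, cut at about 150% in these data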
ZTA counter: ZTA (EBV) inhibition in EBNA-1 counter-screen; inhibition, % at 11 µM; hit rate 0.15% among 320,000; P03206; ZTA-DNA binding, fluorescence polarization; in the data active = inhibition above about 33%
MEP2 TOR yeast: yeast TOR pathway MEP2-GFP modulation; S. cerevisiae MEP2-GFP strain, flow cytometry GFP, 3 h; 100% = DMSO control level; hit rate 0.51% among 330,000; GFP response vs DMSO, % at 10 µM; AID 2016;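 active = GFP response versus DMSO above a set limit, roughly screen mean plus 3 SD, cut at about 180% in these data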;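 also: median GFP fluorescence of the barcode-gated MEP2-GFP cells per well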
RPL19A TOR yeast: alters RPL19A-GFP fluorescence in TOR pathway yeast screen; S. cerevisiae RPL19A-GFP strain, flow cytometry, 3 h; stronger effect = lower value; percent response vs DMSO, % at 10 µM; hit rate 0.3% among 330,000; AID 2025;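 active = percent response vs DMSO below 50%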;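 also: median channel GFP fluorescence of the barcoded RPL19A-GFP strain; ratio of sample median GFP to plate DMSO average so 100% = DMSO; lower means less RPL19A-GFP as with rapamycin TOR inhibition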
* hit, by the source's call; . = not tested or not shown.

Start of the listing, in advance (four entries):
mol,AHR act,proCasp7 act,EBNA-1 inhibitor,procasp3 activ,LAP4 TOR yeast,ZTA counter,MEP2 TOR yeast,RPL19A TOR yeast
CC1CCCCN1C(=S)Nc1ccc(OC(F)F)cc1 (stereo unspecified),3,-15,-8,-5,95,3,96,92
CCOC(=O)C1CCCN(S(=O)(=O)Cc2ccc(Cl)cc2)C1 (stereo unspecified),0,4,-12,-7,94,0,108,107
Cc1nc(Nc2nc3c(c(=O)[nH]2)CCC3)nc2ccccc12,5,8,-2,9,93,-1,109,65
Cc1ccc(CN2C(=O)CSC2c2cccnc2)cc1 (stereo unspecified),0,-4,0,1,96,7,91,92

The listing, repeating the preview:
mol,AHR act,proCasp7 act,EBNA-1 inhibitor,procasp3 activ,LAP4 TOR yeast,ZTA counter,MEP2 TOR yeast,RPL19A TOR yeast
CC1CCCCN1C(=S)Nc1ccc(OC(F)F)cc1 (stereo unspecified),3,-15,-8,-5,95,3,96,92
CCOC(=O)C1CCCN(S(=O)(=O)Cc2ccc(Cl)cc2)C1 (stereo unspecified),0,4,-12,-7,94,0,108,107
Cc1nc(Nc2nc3c(c(=O)[nH]2)CCC3)nc2ccccc12,5,8,-2,9,93,-1,109,65
Cc1ccc(CN2C(=O)CSC2c2cccnc2)cc1 (stereo unspecified),0,-4,0,1,96,7,91,92
CCCCN1CC(=O)N2[C@H]3c4ccccc4OC[C@@H]3[C@H](c3ccccc3)[C@]2(C)C1=O,-3,3,.,5,95,-17,91,94
Nc1nc(NCc2ccccc2)nc(NCc2ccccc2)c1[N+](=O)[O-],-1,5,-8,-2,101,8,104,99
CC1CCCCC12NC(=O)N(CC(=O)NCCc1ccccc1)C2=O (stereo unspecified),1,1,.,-4,92,.,97,99
COc1cc(C=O)ccc1OS(=O)(=O)c1ccccc1[N+](=O)[O-],4,-4,2,1,100,-18,107,107

(listing goes on)
mol,AHR act,proCasp7 act,EBNA-1 inhibitor,procasp3 activ,LAP4 TOR yeast,ZTA counter,MEP2 TOR yeast,RPL19A TOR yeast
Cc1ccc(C(=O)Nc2cc(Cl)ccc2-n2cncn2)s1,28,-3,6,0,103,-2,93,95
C=CCC(C(=O)OC)(C(=O)OC)c1ccc(C(F)(F)F)cc1[N+](=O)[O-],3,1,9,0,100,-4,105,104
O=C(CCNS(=O)(=O)c1cccs1)NCc1cccs1,-2,0,-4,9,98,11,106,100
CCOC(=O)c1nc(Nc2cc(C)cc(C)c2)c2ccccc2n1,12,-1,10,12,98,-4,102,101
CC(=O)Nc1ccc(NC(=O)C(C)OC(=O)c2cccc(S(=O)(=O)N3CCCCC3)c2)cc1 (stereo unspecified),-3,-5,2,7,92,10,96,103
CCN1C(=S)SC(=O)C1=C1C=C(C)N(CCO)C(C)=C1,5,-19,1,-18,103,-19,106,104
Cc1ccc(NC(=O)N2CCC(O)(c3cccnc3)CC2)cc1,-1,-3,-6,5,93,-7,97,96
COc1ccc(NC(=O)C2CCN(S(=O)(=O)c3ccc(OC)c(OC)c3)CC2)cc1,0,5,20,6,93,11,95,93

(list continues)
mol,AHR act,proCasp7 act,EBNA-1 inhibitor,procasp3 activ,LAP4 TOR yeast,ZTA counter,MEP2 TOR yeast,RPL19A TOR yeast
CCCc1nnc(SCC(=O)Nc2ccc(Cl)cc2Cl)o1,5,-8,2,-2,114,-2,105,97
Cc1cc(C)nc(SCC(=O)Nc2ccc(S(=O)(=O)NCCO)cc2)n1,-3,6,8,3,107,12,104,108
FC(F)(F)c1ccc(Oc2ccc3ccccc3c2Br)nc1,17,4,6,8,91,1,100,102
Cc1ccc(C)c(N2CCN(C(=O)CCCn3ncn4c(cc5occc54)c3=O)CC2)c1,3,-4,3,2,112,15,107,100
C=CCSc1nc(-c2ccccc2)c2cc(Cl)ccc2n1,4,11,1,-2,101,6,102,101
COc1ccc(Cl)cc1N1C(=O)CC(Sc2ccccc2N)C1=O (stereo unspecified),4,1,25,0,106,14,98,94
CCC(C)(C)C1CCc2[nH]nc(C(=O)NC3CCCC3)c2C1 (stereo unspecified),0,-5,7,5,125,1,93,105
CCN(CC(=O)NCc1cccs1)C(=O)CN(C)S(=O)(=O)c1ccc(C)cc1,1,-5,-5,5,89,-7,91,87

Some of the entries above in a different format.
Cc1cc(C)nc(SCC(=O)Nc2ccc(S(=O)(=O)NCCO)cc2)n1
  AHR act = -3; proCasp7 act = 6; EBNA-1 inhibitor = 8; procasp3 activ = 3; LAP4 TOR yeast = 107; ZTA counter = 12; MEP2 TOR yeast = 104; RPL19A TOR yeast = 108
FC(F)(F)c1ccc(Oc2ccc3ccccc3c2Br)nc1
  AHR act = 17; proCasp7 act = 4; EBNA-1 inhibitor = 6; procasp3 activ = 8; LAP4 TOR yeast = 91; ZTA counter = 1; MEP2 TOR yeast = 100; RPL19A TOR yeast = 102
Cc1ccc(C)c(N2CCN(C(=O)CCCn3ncn4c(cc5occc54)c3=O)CC2)c1
  AHR act = 3; proCasp7 act = -4; EBNA-1 inhibitor = 3; procasp3 activ = 2; LAP4 TOR yeast = 112; ZTA counter = 15; MEP2 TOR yeast = 107; RPL19A TOR yeast = 100
C=CCSc1nc(-c2ccccc2)c2cc(Cl)ccc2n1
  AHR act = 4; proCasp7 act = 11; EBNA-1 inhibitor = 1; procasp3 activ = -2; LAP4 TOR yeast = 101; ZTA counter = 6; MEP2 TOR yeast = 102; RPL19A TOR yeast = 101

Next records follow:
mol,AHR act,proCasp7 act,EBNA-1 inhibitor,procasp3 activ,LAP4 TOR yeast,ZTA counter,MEP2 TOR yeast,RPL19A TOR yeast
CCn1nc(C(=O)NNS(=O)(=O)c2cc(/C=C/C(=O)O)cc(OC)c2OC)c2ccccc2c1=O,0,3,.,7,100,.,97,90
COc1ccc(O)c(/C=N/N=C2/C(=O)Nc3ccccc32)c1,3,14,-6,-4,90,-1,88,97
c1ccc(CCc2nc(-c3cccnc3)no2)cc1,26,14,6,-1,80,3,78,92
CCc1ccccc1NC1c2ccccc2C(=O)N1Cc1ccco1 (stereo unspecified),0,1,8,4,102,-1,98,101
c1ccc(-c2cn3c4c(sc3n2)CCCC4)cc1,66*,0,-18,7,126,-1,103,94
CN(NC(=O)CN1C(=O)c2ccccc2C1=O)C1=NS(=O)(=O)c2ccccc21,-1,6,-4,-2,93,-9,108,104
COc1cccc(C(O)c2nc3ccccc3n2C(C)C)c1OC (stereo unspecified),0,4,-4,-5,92,-5,101,96

Bioassay records as filed in PubChem.
